H9c2 TAG inh – reduces triacylglycerol accumulation in H9c2 cells. actives 0.66% (n = 230,000). inhibition, % at 12.5 µM. Nile Red lipid (TAG) fluorescence; cells loaded with 200 µM oleic acid;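 active means pattern-corrected inhibition of lipid staining of at least 50% with the nuclear-stain viability signal not falling by more than 50%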;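 further: 0% = DMSO wells and 100% = triacsin C control wells; some results filed as inactive read as strong as hits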
H9c2 TAG inh DAPI viability – also measured in H9c2 TAG inh; calls as there; DAPI nuclei signal change (viability), lower = more cytotoxic, %;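 whole-well DAPI fluorescence read on a plate reader as a viability signal; minus 50 percent equals half of cells still viable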
The depositor's hits bear a star. The list is partial. The share of hits here may be higher or lower than overall.

For O=C(Nc1ccc(F)cc1F)Nc1sccc1-c1nc2ccccc2s1 the results were H9c2 TAG inh 22 and H9c2 TAG inh DAPI viability -1.
`COC(=O)C1SCC2C(=O)N(Cc3cccc(C)c3)CC(=O)N21` (stereo not given) gave H9c2 TAG inh -6 and H9c2 TAG inh DAPI viability 6.
`CC(=O)Nc1ccc(S(=O)(=O)NCCC(=O)NCC2COc3ccccc3O2)cc1` (stereo not given) gave H9c2 TAG inh -8 and H9c2 TAG inh DAPI viability -2.
`COc1cc2c(C(=O)NCCCOC(C)C)cn(CC(C)C)c(=O)c2cc1OC` gave H9c2 TAG inh -15 and H9c2 TAG inh DAPI viability 9.
`Cc1c(C(C)CCCO)oc(=O)c2c1Oc1c(C)c(C(C)C[C@H](C)O)oc(=O)c1C2` (stereo not given in full) gave H9c2 TAG inh -8 and H9c2 TAG inh DAPI viability -4.
`O=C(CC1(O)C(=O)Nc2ccccc21)c1cccc(Br)c1` (stereo not given) gave H9c2 TAG inh -7 and H9c2 TAG inh DAPI viability -6.
Screening CCN(CC)S(=O)(=O)c1ccc(N2CCCCC2)c(NC(=O)C2CSC3(C)CCC(=O)N23)c1 (stereo not given) returned H9c2 TAG inh 15 and H9c2 TAG inh DAPI viability -18.
C/C(=N\NC(=O)COc1ccccc1-c1ccccc1)c1ccc(O)cc1O was read as H9c2 TAG inh 2 and H9c2 TAG inh DAPI viability -4.
`COc1cccc(CC(=O)Nc2nc(-c3cccnc3)cs2)c1` gave H9c2 TAG inh 10 and H9c2 TAG inh DAPI viability 0.
For O=C1CCCC(=O)N1c1ccc(N2CCOCC2)c([N+](=O)[O-])c1 the results were H9c2 TAG inh -5 and H9c2 TAG inh DAPI viability 10.
CN(C)CCNC(=O)c1cccc(-c2cccc3nccn23)c1 was read as H9c2 TAG inh 10 and H9c2 TAG inh DAPI viability -9.
For CC1CN(C(=O)COC(=O)CSc2ccc([N+](=O)[O-])cc2)CC(C)O1 (stereo not given) the results were H9c2 TAG inh -7 and H9c2 TAG inh DAPI viability 7.
CC(=O)Oc1ccc(N2C(=O)CCC2=O)cc1 was read as H9c2 TAG inh 8 and H9c2 TAG inh DAPI viability -13.
For Cc1ccc(C(=O)NCC(=O)Nc2cccc(S(=O)(=O)NC3=NCCCCC3)c2)cc1C the results were H9c2 TAG inh -6 and H9c2 TAG inh DAPI viability -4.
For O=C(Nc1ccccc1)c1ccccc1NC(=O)c1ccccc1[N+](=O)[O-] the results were H9c2 TAG inh 10 and H9c2 TAG inh DAPI viability -5.
`CCn1c2ccccc2c2cc(NC(=O)COc3ccccc3)ccc21` gave H9c2 TAG inh -3 and H9c2 TAG inh DAPI viability 0.
Screening CC(=O)Nc1ccc(NC(=O)c2ccccc2Br)cc1 returned H9c2 TAG inh -5 and H9c2 TAG inh DAPI viability -3.
For CCC(=O)N1N=C(c2ccccc2)CC1c1ccccc1 (stereo not given) the results were H9c2 TAG inh -4 and H9c2 TAG inh DAPI viability -8.
For O=C(C(Cc1ccccc1)n1cccc1)N1CCN(C2CCCCC2)CC1 (stereo not given) the results were H9c2 TAG inh -3 and H9c2 TAG inh DAPI viability 2.
`O=C(Nc1ccccc1)c1nnsc1S(=O)c1ccc(Cl)cc1` (stereo not given) gave H9c2 TAG inh -31 and H9c2 TAG inh DAPI viability 4.
`O=C(CN1C(=O)NC2(CCCCC2)C1=O)Nc1cccc(Cl)c1Cl` gave H9c2 TAG inh -39 and H9c2 TAG inh DAPI viability 1.
`COc1cc(NC2c3ccccc3C(=O)N2Cc2ccc3c(c2)OCO3)cc(OC)c1OC` (stereo not given) gave H9c2 TAG inh 3 and H9c2 TAG inh DAPI viability -10.
Screening COc1ccc(C(=O)Nc2nccs2)cc1 returned H9c2 TAG inh -4 and H9c2 TAG inh DAPI viability 12.
Screening O=C(N[C@@H](Cc1ccccc1)C(=O)OCc1ccccc1)c1nc[nH]c1C(=O)NC(c1ccccc1)c1ccccc1 returned H9c2 TAG inh -7 and H9c2 TAG inh DAPI viability -12.
CCOC(=O)c1sc(NC(=O)c2cc3n(n2)C(C(F)(F)F)CC(c2cccs2)N3)c(C(=O)OCC)c1C (stereo not given) was read as H9c2 TAG inh 12 and H9c2 TAG inh DAPI viability 27.
`O=C(NCc1ccccc1)c1cc(-n2cnnc2)ccc1Cl` gave H9c2 TAG inh -13 and H9c2 TAG inh DAPI viability 3.
Screening CN(C)C1(CNC(=O)C2CCN(S(=O)(=O)c3cc(Cl)ccc3Cl)CC2)CCCCC1 returned H9c2 TAG inh 14 and H9c2 TAG inh DAPI viability -8.
`CSc1nc2[nH]c3c(c2c2nncn12)CC(C)(C)OC3` gave H9c2 TAG inh 1 and H9c2 TAG inh DAPI viability 13.
C/C(Cl)=C/Cn1c(=O)c2c(nc(Br)n2Cc2ccccc2)n(C)c1=O was read as H9c2 TAG inh 0 and H9c2 TAG inh DAPI viability 1.
Screening Cc1cccc(NC(=O)CCc2nc3sc4c(c3c(=O)[nH]2)CCCC4)n1 returned H9c2 TAG inh -10 and H9c2 TAG inh DAPI viability -1.
Screening COc1cc(/C=N/NC(=O)CCC(=O)Nc2ccc(C)cc2)ccc1O returned H9c2 TAG inh -6 and H9c2 TAG inh DAPI viability -1.
Screening C=CCn1c(SCC(=O)N2CCc3ccccc3C2)nc2ccccc2c1=O returned H9c2 TAG inh -11 and H9c2 TAG inh DAPI viability -6.
For Cc1cc2c(N)cccc2nn1 the results were H9c2 TAG inh 15 and H9c2 TAG inh DAPI viability -16.
`CCCCCc1nc2ccccc2c(=O)n1N` gave H9c2 TAG inh 4 and H9c2 TAG inh DAPI viability -3.
Screening O=C1N[C@@H](c2ccccc2)COC(=O)[C@H](Cc2ccc(F)cc2)CC/C=C/C[C@H]1CC(=O)N(CCO)Cc1ccccc1 returned H9c2 TAG inh 8 and H9c2 TAG inh DAPI viability -3.
For CC1(C)Cc2c(sc3ncn4nc(CCC(=O)O)c(=O)nc4c23)CO1 the results were H9c2 TAG inh -32 and H9c2 TAG inh DAPI viability 13.
`CCCCOc1ccc(CSCCN)cc1Cl` gave H9c2 TAG inh 28 and H9c2 TAG inh DAPI viability -1.
`CCN(CC)S(=O)(=O)N1CCN(S(=O)(=O)N2CCOCC2)CC1` gave H9c2 TAG inh 1 and H9c2 TAG inh DAPI viability 6.
Screening CC(C)(C)NC(=O)COC(=O)c1nsc(Cl)c1Cl returned H9c2 TAG inh -12 and H9c2 TAG inh DAPI viability -4.
COc1ccc(C(CNC(=O)c2ccc(-c3cccc(C(F)(F)F)c3)o2)N2CCOCC2)cc1 (stereo not given) was read as H9c2 TAG inh -52 and H9c2 TAG inh DAPI viability 5.
For CC1(C)CC(NC(=O)C2CCCCC2C(=O)O)CC(C)(C)N1 (stereo not given) the results were H9c2 TAG inh -12 and H9c2 TAG inh DAPI viability -3.
Screening O=C(Cc1ccccc1)Nc1cccc(-c2nnc(-c3ccco3)o2)c1 returned H9c2 TAG inh 15 and H9c2 TAG inh DAPI viability -6.
For Cc1ccc2c(C)c(C(=O)NCCN3CCOC3=O)oc2c1C the results were H9c2 TAG inh -4 and H9c2 TAG inh DAPI viability 6.
For O=C(Nc1cccc(S(=O)(=O)N2CCCCCC2)c1)C1CCN(C(=O)c2ccc(F)cc2)CC1 the results were H9c2 TAG inh -12 and H9c2 TAG inh DAPI viability 2.
For Cc1nc(NCCN)c(C#N)c2c1COC(C)(C)C2 the results were H9c2 TAG inh 1 and H9c2 TAG inh DAPI viability 7.

Compounds shown so far containing a COOH group:
For CC1(C)Cc2c(sc3ncn4nc(CCC(=O)O)c(=O)nc4c23)CO1 the results were H9c2 TAG inh -32 and H9c2 TAG inh DAPI viability 13.
For CC1(C)CC(NC(=O)C2CCCCC2C(=O)O)CC(C)(C)N1 (stereo not given) the results were H9c2 TAG inh -12 and H9c2 TAG inh DAPI viability -3.

Remaining list, next part.
`O=C(CSc1nc(=O)n2ccccc2n1)Nc1ccc2c(c1)OCO2` gave H9c2 TAG inh 14 and H9c2 TAG inh DAPI viability 3.
N/C(=N\OC(=O)Cc1cccs1)c1ccc(Cl)cc1 was read as H9c2 TAG inh 5 and H9c2 TAG inh DAPI viability -3.
Screening CCOCCCNCc1cccc(OC)c1 returned H9c2 TAG inh -5 and H9c2 TAG inh DAPI viability 7.
Screening CCC(Sc1nc(C)cc(C)n1)C(=O)Nc1ccc(Cl)cn1 (stereo not given) returned H9c2 TAG inh -7 and H9c2 TAG inh DAPI viability -3.
Screening Cn1c(CNc2nc3ccccc3n2C)nc2ccccc21 returned H9c2 TAG inh 5 and H9c2 TAG inh DAPI viability -13.
`CC(C)C(C(=O)Nc1ccccc1)N1C(=O)c2ccccc2C1=O` (stereo not given) gave H9c2 TAG inh -3 and H9c2 TAG inh DAPI viability -3.
`COc1cccc(C(=O)CSc2nc3cccnc3n2C)c1` gave H9c2 TAG inh -5 and H9c2 TAG inh DAPI viability 4.
`Cc1cc(NC(=O)c2ccccc2)nc(C)n1` gave H9c2 TAG inh -54 and H9c2 TAG inh DAPI viability 4.
`CCOc1ccc(NC(=O)N2CCN(c3nc4ccccc4s3)CC2)cc1` gave H9c2 TAG inh -21 and H9c2 TAG inh DAPI viability 7.
CCN(C(=O)C(C)Cl)c1ccccc1 (stereo not given) was read as H9c2 TAG inh -6 and H9c2 TAG inh DAPI viability 8.
COc1ccc(Cl)cc1/C=N/NC(=O)c1c(-c2ccccc2)noc1C was read as H9c2 TAG inh 5 and H9c2 TAG inh DAPI viability 0.
O=C(COC(=O)c1cc([N+](=O)[O-])ccc1N1CCOCC1)NCCc1ccccc1 was read as H9c2 TAG inh 27 and H9c2 TAG inh DAPI viability -1.
For Cc1ccc(C)c(NC(=O)COC(=O)COc2cccc3c2OC(C)(C)C3)c1 the results were H9c2 TAG inh -9 and H9c2 TAG inh DAPI viability 4.
`Cc1cccc(C2CC(c3ccccc3)=NN2c2ccc(S(N)(=O)=O)cc2)c1` (stereo not given) gave H9c2 TAG inh -25 and H9c2 TAG inh DAPI viability 195.
For CCn1c(=O)c(C(=O)CN2CCN(S(=O)(=O)c3ccccc3)CC2)c(N)n(Cc2ccccc2)c1=O the results were H9c2 TAG inh -11 and H9c2 TAG inh DAPI viability 7.
O=C(COc1ccc(Cl)cc1)N(Cc1cccs1)C1CCS(=O)(=O)C1 (stereo not given) was read as H9c2 TAG inh 8 and H9c2 TAG inh DAPI viability 9.
Screening CC(C)(C)c1ccc(COc2ccsc2C(=O)O)cc1 returned H9c2 TAG inh 4 and H9c2 TAG inh DAPI viability -4.
For Cc1nnsc1C(=O)N1CCCC(C(=O)c2ccc(C(F)(F)F)cc2)C1 (stereo not given) the results were H9c2 TAG inh 6 and H9c2 TAG inh DAPI viability -3.
COC(=O)CSc1nnc(-c2c[nH]c3ccccc23)o1 was read as H9c2 TAG inh 2 and H9c2 TAG inh DAPI viability -3.
Screening O=C(CN1C(=O)c2ccccc2C1=O)Nc1cccc(S(=O)(=O)Nc2ccccc2Cl)c1 returned H9c2 TAG inh -9 and H9c2 TAG inh DAPI viability -22.
Screening COC(=O)c1nnn(-c2ccc(Cl)c(Cl)c2)c1C(=O)OC returned H9c2 TAG inh 3 and H9c2 TAG inh DAPI viability -1.
For COc1ccc(S(=O)(=O)Cc2ccc(C(=O)N3CCN(c4cccc(C)c4C)CC3)o2)cc1 the results were H9c2 TAG inh 15 and H9c2 TAG inh DAPI viability -15.
COc1ccc(CNC(=O)C(C)Sc2ccc(C)cc2)cc1 (stereo not given) was read as H9c2 TAG inh -20 and H9c2 TAG inh DAPI viability 3.
`c1ccc2cc3c(NCCN4CCOCC4)ccnc3cc2c1` gave H9c2 TAG inh 70* and H9c2 TAG inh DAPI viability 65*.
Cc1noc(C)c1CSCC(=O)N(C)CC(=O)Nc1ccc(F)c(F)c1F was read as H9c2 TAG inh 7 and H9c2 TAG inh DAPI viability -3.
CCOc1cc(C(=O)Nc2c3c(nn2C(C)(C)C)CS(=O)C3)cc(OCC)c1OCC (stereo not given) was read as H9c2 TAG inh -17 and H9c2 TAG inh DAPI viability -13.
`CN(C)/C=N/c1ncc(C(=O)c2ccc(-c3ccccc3)cc2)s1` gave H9c2 TAG inh -7 and H9c2 TAG inh DAPI viability 4.
CCOC(=O)/C(=C/c1ccccc1)NC(=O)c1ccco1 was read as H9c2 TAG inh -5 and H9c2 TAG inh DAPI viability 4.
COc1cc2c(c(OC)c1)C(c1ccncc1)CC(=O)N2 (stereo not given) was read as H9c2 TAG inh 10 and H9c2 TAG inh DAPI viability 13.
Screening CCOC(=O)c1ccc[n+](CC(=O)Nc2cc(C(F)(F)F)ccc2Cl)c1 returned H9c2 TAG inh 11 and H9c2 TAG inh DAPI viability -8.
`N#C/C(=C/c1ccc(-c2ccccc2)o1)c1nc(-c2cccs2)cs1` gave H9c2 TAG inh -60 and H9c2 TAG inh DAPI viability 5.

Filtered by structure: the entries above containing fluorine.
For O=C(Nc1ccc(F)cc1F)Nc1sccc1-c1nc2ccccc2s1 the results were H9c2 TAG inh 22 and H9c2 TAG inh DAPI viability -1.
CCOC(=O)c1sc(NC(=O)c2cc3n(n2)C(C(F)(F)F)CC(c2cccs2)N3)c(C(=O)OCC)c1C (stereo not given) was read as H9c2 TAG inh 12 and H9c2 TAG inh DAPI viability 27.
Screening O=C1N[C@@H](c2ccccc2)COC(=O)[C@H](Cc2ccc(F)cc2)CC/C=C/C[C@H]1CC(=O)N(CCO)Cc1ccccc1 returned H9c2 TAG inh 8 and H9c2 TAG inh DAPI viability -3.
COc1ccc(C(CNC(=O)c2ccc(-c3cccc(C(F)(F)F)c3)o2)N2CCOCC2)cc1 (stereo not given) was read as H9c2 TAG inh -52 and H9c2 TAG inh DAPI viability 5.
For O=C(Nc1cccc(S(=O)(=O)N2CCCCCC2)c1)C1CCN(C(=O)c2ccc(F)cc2)CC1 the results were H9c2 TAG inh -12 and H9c2 TAG inh DAPI viability 2.
For Cc1nnsc1C(=O)N1CCCC(C(=O)c2ccc(C(F)(F)F)cc2)C1 (stereo not given) the results were H9c2 TAG inh 6 and H9c2 TAG inh DAPI viability -3.
Cc1noc(C)c1CSCC(=O)N(C)CC(=O)Nc1ccc(F)c(F)c1F was read as H9c2 TAG inh 7 and H9c2 TAG inh DAPI viability -3.
Screening CCOC(=O)c1ccc[n+](CC(=O)Nc2cc(C(F)(F)F)ccc2Cl)c1 returned H9c2 TAG inh 11 and H9c2 TAG inh DAPI viability -8.

Source: PubChem BioAssay
